# High-throughput results (PubChem BioAssay)
# M. tuberculosis GlmU = inhibition of mycobacterial GlmU enzyme – biochemical, glucosamine-1-phosphate acetyltransferase (AID 1376). M. tuberculosis GlmU acetyltransferase enzyme assay; higher % means a stronger effect. one-dose inhibition, %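 (tested at 30 µM in the primary screen)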; IC50 in µM for titrated hits. actives 0.25% (n = 220,000); in the data active = inhibition above about 13%;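 also: 0% = complete reaction with vehicle and 100% = reaction without substrate; strong numbers were not always called active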
# Mtb RmlCD inh = blocks M. tuberculosis RmlC and RmlD coupled enzymes. P9WH09+P9WH11. RmlC+RmlD coupled enzyme assay, percent inhibition; primary screen in compound mixtures. inhibition, % at 3.6 µM. actives 0.03% (n = 160,000). AID 1533; in the data active = inhibition mostly above about 34%, no sharp cut-off; also: some results filed as inactive read as strong as hits
# Target sequence (P9WH09 whole entry, looked up): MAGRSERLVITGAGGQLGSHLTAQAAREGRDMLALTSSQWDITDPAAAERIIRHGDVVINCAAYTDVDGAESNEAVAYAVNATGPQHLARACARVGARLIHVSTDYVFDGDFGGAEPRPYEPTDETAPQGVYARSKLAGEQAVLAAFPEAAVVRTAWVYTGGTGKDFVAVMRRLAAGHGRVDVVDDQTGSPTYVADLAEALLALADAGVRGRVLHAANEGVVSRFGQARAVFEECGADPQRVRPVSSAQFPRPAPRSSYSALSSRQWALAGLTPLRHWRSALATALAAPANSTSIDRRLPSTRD
# Target sequence (P9WH11 whole entry, looked up): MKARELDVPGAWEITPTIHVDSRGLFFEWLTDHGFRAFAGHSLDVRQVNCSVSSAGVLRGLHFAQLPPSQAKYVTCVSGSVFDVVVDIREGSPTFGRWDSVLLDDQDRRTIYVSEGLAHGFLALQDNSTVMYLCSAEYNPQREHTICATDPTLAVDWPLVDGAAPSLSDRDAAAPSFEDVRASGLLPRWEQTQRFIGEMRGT
# * hit, by the source's call; . = no result given; & = joins results of further samples.
SMILES | Mtb RmlCD inh | M. tuberculosis GlmU
Cc1cc(C(=O)CN2C(=O)NC3(CCCc4sccc43)C2=O)c(C)n1-c1ccc(Cl)cc1 (stereo not drawn) | -1 | -1.7%
O=C(NCc1ccc2c(c1)OCO2)c1cc2ccccc2oc1=O | . | -4.6%
Cc1ccccc1OCC(=O)N/N=C/c1cccn1C | 0 | -1.6%
Clc1ccc(CNC2CCCC2)c(Cl)c1 | -8 | 0.0%
Cc1ccccc1CNC(=O)c1ccc(Cl)c([N+](=O)[O-])c1 | -9 | -2.2%
COc1ccc(NC(=O)CSc2nnc3ccc(-c4ccncc4)nn23)cc1OC | 9 | -4.2%
Cc1nn(C)c2ncc(C(=O)c3cc(F)ccc3O)cc12 | 10 | 1.2%
Cc1cc(NC(=O)CCl)nn1C | -5 | 3.2%
CCCC(=O)NC(=S)Nc1ccc(CN2CCOCC2)cc1 | 5 | 5.0%
O=C1CN(C(=O)COC(=O)c2ccc(N3CCCCCC3)c([N+](=O)[O-])c2)c2ccccc2N1 | -9 | 0.5%
O=C(Nc1ccc(F)cc1)Nc1nnc(COc2ccccc2F)s1 | . | 1.3%
COc1ccc(C(O)c2nc3ccccc3s2)cc1 (stereo not drawn) | . | -0.8%
COc1ccc(C(=O)Nc2ccc(S(=O)(=O)Nc3onc(C)c3C)cc2)cc1OC | . | -1.1%
O=C(NCCCN1CCCCCC1)C1CC(=O)N(CCc2ccccc2)C1 (stereo not drawn) | 19 | -12%
CCOC(=O)c1cc(C#N)c(N2CCOCC2)nc1-c1ccccc1 | 8 | -4.7%
O=c1cc(C(Cl)(Cl)Cl)oc2c1ccc1ccccc12 | 3 | 1.1%
COc1ccc(CCNC(=O)C(C)c2ccc([N+](=O)[O-])cc2)cc1 (stereo not drawn) | -10 | 1.1%
COc1ccc(-c2oc3ncnc(NCCCN4CCOCC4)c3c2-c2ccc(OC)cc2)cc1 | 4 | -2.0%
Cc1cc(C(=O)Nc2ccccc2C(=O)N2CCCCC2)ccc1[N+](=O)[O-] | 7 | 6.8%
CN(C)CCCNCCCNC(=O)/C=N/O | 5 | 2.8%
Nc1ccc(N2CCOCC2)c2nonc12 | -12 | 0.4%
O=C(CNC(=O)c1cccc(F)c1)N/N=C/c1cc(Br)ccc1OCc1ccccc1 | -1 | 0.2%
Cc1ccc(/C=N\NC(=O)C2CN(S(=O)(=O)c3ccccc3)CCN2S(=O)(=O)c2ccccc2)cc1 (stereo not drawn) | -9 | 1.4%
O=C(Cc1cccs1)Nc1ccc(Cl)cc1 | . | -3.6%
C=CCSc1nc2sc(C)c(C)c2c(=O)[nH]1 | -2 | 2.4%
CC1=C(C(=O)OCc2ccccc2)C(c2ccccc2OS(=O)(=O)c2ccccc2[N+](=O)[O-])NC(=O)N1CCCC(=O)O (stereo not drawn) | . | -5.2%
O=C(O)CN=C1NC2(CCCC2)Cc2ccccc21 | 21 | 11%
CN(C)c1ccc(/C=C/C=C/c2sc3ccccc3[n+]2C)cc1 | -11 | 4.7%
CC(=O)NC(Cc1ccc(N(CCCl)CCCl)cc1)C(=O)O (stereo not drawn) | . | 0.1%
COc1ccc(-c2cc(C(=O)O)[nH]n2)cc1OC | 21 | -1.3%
Cn1nc(-c2ccccc2F)c2cc(C(=O)Nc3ccc4c(c3)OCCO4)sc21 | . | -7.7%
COc1ccc(C(=O)C2CCCN(C(=O)C3=CCCC3)C2)cc1OC (stereo not drawn) | 5 | 0.4%
CCc1oc2ccccc2c1C(=O)c1cc(Br)c(O)c(Br)c1 | -5 | 8.9%&5.4%
O=[N+]([O-])c1ccccc1Oc1ccc(Cl)c2cccnc12 | 13 | -6.8%
Cc1cc(OCc2nc3ccccc3s2)ccc1N | -8 | -2.7%
O=S(=O)(Nc1ncccn1)c1ccc(NC(=S)NCc2ccco2)cc1 | 2 | 3.1%
CCCCNS(=O)(=O)c1ccc(OC)c(C)c1 | . | 4.6%
Cn1c(CN2CCCC2)nc2cc(NC(=O)c3ccc(Cl)cc3)ccc21 | 1 | -2.1%
COc1ccc(Nc2nc(C)c(-c3ccccc3)s2)cc1 | -6 | -0.5%
CN(C)C(=S)NC1CCS(=O)(=O)C1 (stereo not drawn) | . | -0.9%
O=C(c1cccn(Cc2cccc(Cl)c2)c1=O)N1CCOCC1 | 90 | 3.2%
Cc1cccc(C)c1NC(=O)C1C2C=CC(C2)C1C(=O)NCc1ccccn1 (stereo not drawn) | . | 3.0%
CC(C)CCNC(=O)COC(=O)c1cc(Br)c(Br)s1 | -4 | 0.6%
O=C(c1cccc(C(F)(F)F)c1)C1CCCN(Cc2cccn2-c2ccccn2)C1 (stereo not drawn) | 15 | 0.9%
Cc1cccc(Nc2nnc(SCC(=O)Nc3cccc(S(=O)(=O)N4CCCCC4)c3)s2)c1 | . | 2.1%
COC(=O)c1c(-c2ccccc2)c[nH]c1C | 56 | -3.9%
CCOc1cc(C2NC(=O)N(C)C(C)=C2[N+](=O)[O-])ccc1OC(C)=O (stereo not drawn) | . | 1.1%
O=c1c2cc(NC(=S)NCc3ccccn3)ccc2nc2n1CCCCC2 | 10 | -0.3%
O=C(CCC1CCCCC1)Nc1ccccc1O | 5 | 5.3%
O=C(Nc1ccc(F)cc1)c1ccccc1 | 8 | 6.5%

# New compounds follow
SMILES | Mtb RmlCD inh | M. tuberculosis GlmU
Cc1ccc(-c2nnc(N)s2)cc1 | . | -3.4%
COc1ccc(-c2cc(-c3ccc(OC)cc3)[nH]n2)cc1 | 7 | 2.3%
CCOC(=O)c1cc2c(=O)n3ccccc3nc2n(CCCOC)c1=NC(=O)c1ccncc1 | -7 | 5.8%
O=C(NC1CCCC1)c1nc2c(nnn2Cc2cccc(Cl)c2)c(=O)[nH]1 | 3 | 1.1%
COc1ccc(Cl)cc1NC(=O)CN(C)C(C)C(=O)NCC1CCCCC1 (stereo not drawn) | . | -0.1%
COc1cc(C)ccc1OCCOc1c(C)cccc1Cl | 8 | .
COc1ccccc1CNC(=O)C(=O)NCC1OCCN1C(=O)c1cccs1 (stereo not drawn) | -40 | -0.1%
O=C1OCCN/C1=C\C(=O)c1ccc(Cl)cc1 | 10 | 1.1%
Cc1cc(C)c(NC(=S)NCC2CCN(C(C)c3ccccc3)C2)c(C)c1 (stereo not drawn) | -7 | 2.3%
CCOc1c(O)ccc(C2NC(=O)NC(C)=C2C(=O)OC)c1[N+](=O)[O-] (stereo not drawn) | 6 | 4.8%
CCOC(=O)C1CCN(Cc2ccc(N(C)C)cc2)CC1 | -7 | 2.4%
Cc1ccc(OC(=O)c2ccc(C)c(C)c2)cn1 | 4 | -0.9%
C/C(CCc1ccc2c(c1)OCO2)=N\N=C1\NC(=O)CC(C(=O)Nc2ccccc2F)S1 (stereo not drawn) | -9 | -1.8%
Oc1ccccc1/C=N/Nc1ccnc(SCc2ccccc2)n1 | -7 | -7.1%
CCN(CCNC(=O)C1CCCN(S(=O)(=O)c2cnc[nH]2)C1)c1ccccc1 (stereo not drawn) | 18 | 2.7%
FC(F)(F)c1nnc2c(Sc3ccccn3)nc3ccccc3n12 | -5 | 3.2%
Cc1ccc(-n2cc(CNCCc3ncc(C)[nH]3)c(-c3ccc(F)cc3)n2)cc1 | 8 | -2.3%
O=C(O)c1c2c(nc3ccc(S(=O)(=O)N4CCC(C(=O)NC5CCCC5)CC4)cc13)CCCCC2 | -8 | 7.0%
Cc1cc(C)nc(-n2nc(C)c3c(C(F)(F)F)cc(=O)[nH]c32)n1 | 7 | -2.7%
Cc1ccc(CN2CCN(C)CC2)c(C)c1 | -5 | 2.6%
COc1ccc(CCN2CC3=C(C2=O)C(c2ccccc2)NC(=O)N3C)cc1OC (stereo not drawn) | 102 | 1.0%
CCOC(=O)Oc1ccc2oc(=O)cc(C)c2c1 | -8 | 8.2%
NC(=O)c1ccc(NCc2ccco2)c([N+](=O)[O-])c1 | . | -5.3%
CC1CCCN(C(=O)c2cc(F)c(F)cc2Cl)C1 (stereo not drawn) | -3 | 0.8%
CCOc1cc(/C=C2\SC(=Nc3ccccc3)N(c3ccccc3)C2=O)ccc1OCC(=O)O | 3 | -3.0%

# Among those listed so far, these contain an aryl thioether with sulfur outside any ring.
SMILES | Mtb RmlCD inh | M. tuberculosis GlmU
COc1ccc(NC(=O)CSc2nnc3ccc(-c4ccncc4)nn23)cc1OC | 9 | -4.2%
C=CCSc1nc2sc(C)c(C)c2c(=O)[nH]1 | -2 | 2.4%
Cc1cccc(Nc2nnc(SCC(=O)Nc3cccc(S(=O)(=O)N4CCCCC4)c3)s2)c1 | . | 2.1%
Oc1ccccc1/C=N/Nc1ccnc(SCc2ccccc2)n1 | -7 | -7.1%
FC(F)(F)c1nnc2c(Sc3ccccn3)nc3ccccc3n12 | -5 | 3.2%

# The list goes on.
SMILES | Mtb RmlCD inh | M. tuberculosis GlmU
COc1ccc(Oc2nccc(OC)c2C#N)cc1 | -5 | 3.1%
CCOC(=O)c1ccc(NC(=O)CC2S/C(=N/N=C/c3c[nH]c4ccccc34)NC2=O)cc1 (stereo not drawn) | 7 | -1.9%
Cn1c(SCCS(=O)(=O)c2ccc(Cl)cc2)nnc1-c1ccccc1 | 9 | -1.8%
CC1=C(C(=O)Nc2ccccc2)C(c2ccncc2)n2nnnc2N1 (stereo not drawn) | 16 | 2.6%
COC(=O)/C(=N/Nc1ccccc1OC)N1CCCc2ccccc21 | . | -2.7%
Cc1cc(C)n2cc(CSc3ncn[nH]3)nc2n1 | -7 | 3.5%
Cc1nccc2[nH]c(=O)c(C(=O)NC(C)CCc3ccccc3)cc12 (stereo not drawn) | -11 | 0.7%
Cc1ccccc1NC(=O)Cn1nnc2ccccc21 | -1 | 1.6%
CCCCN(CC)CCNC(=O)Cn1cnc2sc(C)c(S(=O)(=O)N3CCOCC3)c2c1=O | . | -4.8%
COC(=O)c1ccc(CSc2ccc3nnc(-c4ccccc4)n3n2)o1 | 6 | 1.3%
COc1ccc(C(=O)N(Cc2nc(-c3ccc(C)cc3)no2)C(C)C)cc1OC | . | 1.9%
Cc1ccc(/C=C/C(=O)Nc2sc(C)c(C)c2C(=O)OC(C)C)o1 | -11 | -0.1%
O=S(=O)(Nc1ccc(N=Nc2ccccc2)cc1)c1ccccc1 | -72 | -4.7%
COc1ccc(N2C(=O)CC(S/C(N)=N/N=C/c3ccnc4ccccc34)C2=O)cc1 (stereo not drawn) | 3 | 1.6%
Nc1nnc(SCC(=O)NC2CCCCC2)n1-c1ccccc1 | -18 | 2.5%
CCCn1c(SCC(=O)Nc2cccc(S(=O)(=O)N3CCCC3)c2)n[nH]c1=O | -1 | -4.6%
Cc1ccc(-c2nc(COC(=O)c3c(C)noc3C)cs2)cc1 | . | 7.4%
S=c1[nH]nc(C2CCCCC2)n1/N=C/c1ccc(Br)s1 | . | 1.8%
O=C(NCc1ccco1)C1(c2ccc(Br)cc2)CCCC1 | -8 | 3.5%
Cc1ccc(S(=O)(=O)NCCSc2ncccn2)cc1 | 3 | -3.2%
O=C1CC(N2CCC(O)(c3ccc(Cl)cc3)CC2)C(=O)N1Cc1ccc(N2CCCC2=O)cc1 (stereo not drawn) | 1 | 2.5%
O=C(CC1C(=O)NCCN1Cc1c(F)cccc1Cl)NCCc1ccccn1 (stereo not drawn) | -6 | -8.3%
CCOc1ccc2oc(=O)cc(C)c2c1 | . | -2.9%
CC(C)C(=O)Nc1sc2c(c1C#N)CCCCC2 | . | 3.3%
Cc1cc(C(F)(F)F)c2c(C)nn(CCc3nn[nH]n3)c2n1 | . | 0.2%

# Reprinted at random: three compounds from above
SMILES | Mtb RmlCD inh | M. tuberculosis GlmU
CCOc1ccc2oc(=O)cc(C)c2c1 | . | -2.9%
O=C(NCc1ccco1)C1(c2ccc(Br)cc2)CCCC1 | -8 | 3.5%
CCCCN(CC)CCNC(=O)Cn1cnc2sc(C)c(S(=O)(=O)N3CCOCC3)c2c1=O | . | -4.8%

# Two entries from above, with values under each structure:
# Values run as follows: Mtb RmlCD inh | M. tuberculosis GlmU
CCCCN(CC)CCNC(=O)Cn1cnc2sc(C)c(S(=O)(=O)N3CCOCC3)c2c1=O
→ . | -4.8%
COC(=O)c1ccc(CSc2ccc3nnc(-c4ccccc4)n3n2)o1
→ 6 | 1.3%

# (further entries)
SMILES | Mtb RmlCD inh | M. tuberculosis GlmU
C=CCn1c(-c2cc(OC)cc(OC)c2)n[nH]c1=S | . | 1.2%
O=C(COc1ccccc1)NCc1ccc2c(c1)OCO2 | . | 0.4%
O=S(=O)(c1ccc2ccccc2c1)N(CC1CO1)c1ccccc1 (stereo not drawn) | -2 | -9.9%
CCCc1cc(C(N)=O)c(NC(=O)c2ccco2)s1 | -1 | 0.5%
CC(=O)Cc1nsc(NC(=O)c2ccc(-c3cccc(C(F)(F)F)c3)o2)n1 | -3 | 6.5%
CCOC(=O)C1=C(CN2CC(C)CC(C)C2)NC(=O)NC1c1ccc2c(c1)OCO2 (stereo not drawn) | -3 | .
Cc1nn(Cc2ccccc2Cl)c(Cl)c1C(=O)NCCc1ccccc1 | -2 | -1.0%
CCOCCCNC(=O)CN1C(=O)/C(=C/c2ccccc2C)Sc2ccccc21 | 43 | -6.0%
CCOC(=O)C1=C(Cc2ccc(OC)cc2)C(=O)c2ccccc2C1=O | 9 | .
Cn1ncc(C(N)=O)c1NC(=S)NC(=O)c1ccc(Br)o1 | -2 | -2.0%
Cc1cc(C)nc(/N=C(\N)c2c(O)[nH]c(=O)[nH]c2=O)n1 | 6 | 0.1%
Cc1ccc2c(c1)NC(=O)C(CC(=O)NCCCN1CCCC1)O2 (stereo not drawn) | . | 4.9%
COCCCn1c2nc3ccccc3nc2c2c(=O)n(CC3CCCO3)cnc21 (stereo not drawn) | 18 | -1.2%
CCOc1ccc(S(=O)(=O)n2cnc3cc(C)c(C)cc32)cc1 | 8 | -7.0%
CCCCN1C(=O)/C(=C/c2ccc(N(C)C)cc2)C(=O)N(Cc2ccco2)C1=O | -3 | -0.1%

# This is a subset. The share of hits here may be higher or lower than overall.
